Screens deposited in PubChem by National Center for Advancing Translational Sciences (NCATS).
A549 tox = Nrf2 qHTS screen for inhibitors: counterscreen for cytotoxicity | Potency, µM (titrated, usually from 46 µM), for the others: top-dose activity change, negative = cytotoxicity, actives largely listed as inhibitors | 0.16% of 390,000 active | A549 ARE-Fluc cells, CellTiter-Fluor viability, 18-24 h | AID 504648, 2011; further: potency means the concentration at half of the fitted maximal effect; on the % scale 0 is the no-effect control and ±100 the full control effect
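Cytotoxicity counterscreen: CellTiter-Fluor fluorescence was measured in A549 ARE_Fluc cells after 18-24 h of compound exposure in a concentration series. The subsequent BugLite luminescent read reports ARE-luciferase activity.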
Nrf2 block = Nrf2 qHTS screen for inhibitors | AID 504444, 2011 | A549 ARE-Fluc reporter, luciferase luminescence, 18-24 h | Potency, µM (highest dose often 46 µM), for inactives: at the highest dose activity change, negative = inhibition, actives largely listed as inhibitors | 2.1% of 360,000 active; further: potency means the concentration at half of the fitted maximal effect; on the % scale 0 is the no-effect control and ±100 the full control effect; nearly all actives have a fitted effect of over 60% in size
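Concentration-response testing used A549 ARE_Fluc cells at 5000 cells/well. Following an 18-24 h compound incubation, viability was read by fluorescence (Ex 405/Em 525) and luciferase output by luminescence.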
pAkt inh = HTS Assay for Inhibitors of Akt Phophorylation: Primary Screen | Neuro2A IGF-stimulated pAkt S473 HTRF, 20 min; active compounds read low | activity change, % for hits at 50 µM | 0.32% of 360,000 active; in the data active means activity change below about -80%; inconclusive means mostly about -51% to -80%; further: on the % scale 0 is the no-effect control and ±100 the full control effect
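Neuro2A cells (4,500/well, DMEM with 0.5% FBS) were treated with compound at a single 50 µM final concentration, stimulated with 6 nM IGF for 20 min at 37 °C, and lysed. Phospho-Akt Ser473 was read by HTRF as 665/615 ratio ×10^4.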
Nrf2 ARE act = qHTS of Nrf2 Activators | AID 624171, 2012 | 0.31% of 410,000 active | Potency, µM (highest dose often 46.1 µM), for the others: at the top dose activation, hits mostly activators | AREc32 ARE-luciferase reporter (MCF7-derived line), luminescence, 24 h; further: potency means the concentration at half of the fitted maximal effect; % of control where 0% means no effect; nearly all actives have a fitted effect of over 65% in size
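Quantitative high-throughput format: AREc32 reporter cells, 1000 per well, received compound by pin transfer and were incubated 24 hr at 37 deg C, 5% CO2, before Steady-Glo luminescence detection.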
EPAC2 ag = qHTS for Agonist of cAMP-regulated guanine nucleotide exchange factor 4 (EPAC2): primary screen; Potency, µM (titrated, usually from 154 µM), for the others: at the top dose activation, most hits filed as activators; 0.079% of 360,000 active; EPAC2 activation, biochemical qHTS; response scale: 100% = 6.5 mM cAMP response; further: potency means the concentration at half of the fitted maximal effect; nearly all actives have a fitted effect of over 50% in size
Target sequence (Q8WZA2 whole entry, looked up): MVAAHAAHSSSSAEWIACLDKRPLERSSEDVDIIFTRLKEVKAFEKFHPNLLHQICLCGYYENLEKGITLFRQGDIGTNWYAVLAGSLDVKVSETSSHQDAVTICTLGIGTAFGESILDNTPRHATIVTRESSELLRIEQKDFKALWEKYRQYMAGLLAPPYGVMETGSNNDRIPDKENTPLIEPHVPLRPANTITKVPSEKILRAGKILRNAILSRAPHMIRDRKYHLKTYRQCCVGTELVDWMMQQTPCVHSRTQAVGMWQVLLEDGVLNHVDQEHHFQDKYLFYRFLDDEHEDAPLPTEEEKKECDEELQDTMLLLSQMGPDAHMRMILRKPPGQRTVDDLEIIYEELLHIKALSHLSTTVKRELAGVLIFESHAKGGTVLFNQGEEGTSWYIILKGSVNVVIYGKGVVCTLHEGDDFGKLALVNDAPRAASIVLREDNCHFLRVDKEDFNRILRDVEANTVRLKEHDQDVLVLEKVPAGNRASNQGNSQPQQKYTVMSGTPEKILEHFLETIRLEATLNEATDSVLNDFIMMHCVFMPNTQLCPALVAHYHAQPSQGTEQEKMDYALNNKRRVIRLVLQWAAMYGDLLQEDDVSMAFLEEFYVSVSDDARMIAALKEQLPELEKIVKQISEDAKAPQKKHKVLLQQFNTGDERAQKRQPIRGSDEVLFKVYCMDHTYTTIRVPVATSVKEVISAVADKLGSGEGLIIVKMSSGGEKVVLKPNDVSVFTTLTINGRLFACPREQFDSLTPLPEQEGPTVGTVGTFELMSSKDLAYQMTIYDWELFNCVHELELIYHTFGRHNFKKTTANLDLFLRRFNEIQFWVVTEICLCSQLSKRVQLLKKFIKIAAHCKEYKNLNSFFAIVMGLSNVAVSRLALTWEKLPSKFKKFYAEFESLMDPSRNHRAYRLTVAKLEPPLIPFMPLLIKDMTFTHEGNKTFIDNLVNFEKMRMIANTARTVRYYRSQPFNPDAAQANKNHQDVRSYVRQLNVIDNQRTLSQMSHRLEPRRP
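Readout is BODIPY fluorescence (480 nm excitation, 540 nm emission), which falls as labeled GDP is exchanged off Rap1B. EPAC2 at 100 nM acted on 250 nM RAP1B-BODIPY-GDP with 50 uM GDP present.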
CCT chaperon mod = High-Throughput Screening for Modulators of Cytosolic Chaperonin Activity; 0.3% of 360,000 active; purified chaperonin ATPase assay, HTRF ADP detection, 30 min; activity change, % (no concentration beside the values), hits read low; AID 651819, 2012; in the data active means activity change below about -30%; further: on the % scale 0 is the no-effect control and ±100 the full control effect
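Enzyme 40 or 20 nM (batch-dependent) in Tris pH 7.4/KCl/MgCl2/DTT; cpd 76 uM single point; ATP 10 uM; 30 min 37 °C; Transcreener ADP HTRF detection, 30 min RT; ratio 665/615.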
Mm-Cpn inhibitor = Inhibitors of TCP-1 ring complex (TRiC) of Methanococcus maripaludis (MmCpn): qHTS | Chaperonin Mm-Cpn (Methanococcus maripaludis) | purified Mm-Cpn ATPase, ADP Transcreener TR-FRET | Potency, µM (top dose mostly 76.9 µM), for inactives: top-dose activity, negative = inhibition, actives largely listed as inhibitors | 0.031% of 330,000 active; further: potency means the concentration at half of the fitted maximal effect; on the % scale 0 is the no-effect control and ±100 the full control effect; nearly all actives have a fitted effect of over 80% in size
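TR-FRET (320 nm excitation; 590 and 665 nm emission) reports ADP made from 10 uM ATP by 25 nM enzyme; compounds were preincubated 10 min, reaction run 30 min, both at 37°C.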
TGFb inhibitor = qHTS for Inhibitors of TGF-b. Potency, µM (series often up to 46.1 µM), without a hit: at the top dose activity, negative = inhibition, hits mostly inhibitors. AID 588855, 2011. 1.2% of 410,000 active. HepG2 CAGA-GFP TGF-b/SMAD3 reporter, GFP fluorescence, 18 h; TGF-beta stimulated, 500 pg/mL final; further: potency means the concentration at half of the fitted maximal effect; on the % scale 0 is the no-effect control and ±100 the full control effect; nearly all actives have a fitted effect of over 65% in size
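Read-out: total well GFP (ex488/em500-530) summed from mean per-cell fluorescence. Cells: HEPG2 CAGA-GFP, 1% FBS DMEM, 18 h at 37 degrees C with 500 pg/mL final TGF-beta. Unstimulated wells served as the full-inhibition control; stimulated DMSO wells = 0%.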
EPAC2 antagonist = qHTS for Antagonist of cAMP-regulated guanine nucleotide exchange factor 2 (EPAC2): primary screen; Rap guanine nucleotide exchange factor 4 (Homo sapiens), Q8WZA2; Potency, µM (top dose mostly 114 µM), for inactives: at the top dose activity, negative = inhibition, hits mostly inhibitors; 0.18% of 360,000 active; EPAC2 GEF exchange of Rap1B-BODIPY-GDP, fluorescence; further: potency means the concentration at half of the fitted maximal effect; on the % scale 0 is the no-effect control and ±100 the full control effect; nearly all actives have a fitted effect of over 45% in size; many of its hits are not listed in these tables
Numbers without * were called inactive; i = inactive; ? = inconclusive; . = no result given; & = joins results of further samples; [ ] = dose if it differs, or a comment. Unless noted, the call rests on the fitted dose curve; in most records, active means well fitted curve in the direction sought with a large enough effect; inconclusive means small, poorly fitted or top-dose-only effect, or another doubt; inactive means no such curve, though single readings can be large; an effect the other way counts as inactive or inconclusive. A portion of the library (hit frequency here may not be typical).

item	SMILES	EPAC2 antagonist	A549 tox	TGFb inhibitor	Nrf2 ARE act	Mm-Cpn inhibitor	CCT chaperon mod	pAkt inh	Nrf2 block	EPAC2 ag
1	Cc1ccccc1-n1c(SCC(=O)O)nc2sc3c(c2c1=O)CCCC3	5%	-3%	-7%	-0.6%	2%	-24	i	-17%	1%
2	Cc1ccc(C(=O)Nc2cccnc2N2CCN(C)CC2)cc1	-1%	-4%	0%	0.0%	-2%	-0.2	i	-1%	-2%
3	Cc1cc(F)ccc1NS(=O)(=O)c1ccc(-n2cccn2)cc1	.	-2%	-25%	4.5%	.	.	.	?	.
4	Cc1cc(NC(=O)c2cc(Cl)ccc2Cl)ccc1-c1cc2ccccc2oc1=O	.	-5%	-20%	-0.5%	.	.	.	?	.
5	O=C(CN1C(=O)CS/C1=C\c1nc(-c2ccc(Cl)cc2)cs1)Nc1cccnc1Cl	12%	2%	-3%	1.9%	0%	-2.6	i	2%	11%
6	CCCCNC(=O)c1onc(CSc2nc3ccccc3[nH]2)c1C(=O)NCCCC	-10%	-9%	?	-0.3%	-1%	-1.5	i	-27%	-2%
7	COc1ccc2c(C)cc(=S)[nH]c2c1	2%	-6%	20%	-0.6%	?	-0.2	i	-32%	3%
8	COC(=O)c1ccccc1NC(=O)c1ccc2nccnc2c1	-2%	-15%	3%	11%	0%	0.8	i	-8%	3%
9	O=C1CC(C(=O)Nc2ccccc2)C2(CCCC2)O1 (configuration not stated)	3%	-2%	2%	-0.6%	0%	0.3	i	-1%	9%
10	Cc1cccc(NC(=O)CSCC(=O)Nc2ccccc2N2CCCCC2)c1	-16%	?	?	-0.3%	3%	-2.1	i	?	4%
11	O=C(/C=C/c1cccs1)c1ccco1	7%	6%	1%	?	.	1.2	i	23%	2%
12	COC(=O)c1ccc(Oc2c(C)oc3cc(OCc4cnn(-c5ccccc5)c4)ccc3c2=O)cc1	-3%	-17%	-2%	0.4%	-11%	-1.3	i	3%	4%
13	Cc1ccc(NS(=O)(=O)c2ccc(C)c(NC(=O)COc3ccccc3)c2)c(C)c1	-1%	-4%	-21%	-1.1%	3%	-1.4	i	-14%	20%
14	CCC(=O)NCCc1nc2ccccc2n1CC(=O)c1ccccc1	2%	-14%	-10%	-0.6%	4%	0.2	i	7%	5%
15	CCCOc1ccc(/C=C2/C(=O)ON=C2C)cc1OCC	2%	-6%	0%	0.2%	-1%	-1.6	i	-11%	-6%

Some of these compounds in order of their number in EPAC2 ag, smallest number first.
| entry | compound | EPAC2 ag |
| --- | --- | --- |
| 7 | COc1ccc2c(C)cc(=S)[nH]c2c1 | 3% |
| 14 | CCC(=O)NCCc1nc2ccccc2n1CC(=O)c1ccccc1 | 5% |
| 9 | O=C1CC(C(=O)Nc2ccccc2)C2(CCCC2)O1 (configuration not stated) | 9% |

Additional results follow.
item	SMILES	EPAC2 antagonist	A549 tox	TGFb inhibitor	Nrf2 ARE act	Mm-Cpn inhibitor	CCT chaperon mod	pAkt inh	Nrf2 block	EPAC2 ag
16	C=CCOc1c(Br)cc(/C=C2/C(=O)ON=C2C)cc1OC	-1%	5%	0%	4.2%	-1%	-0.8	i	7%	-8%
17	CCOc1ccc(NC(=O)C2CC(=O)N(C(C)C)C2)cc1 (configuration not stated)	6%	0%	6%	-0.3%	0%	-1.5	i	-5%	4%
18	CCOc1cc(CNc2ccc(O)cc2)cc(Cl)c1OCc1ccccc1	.	?	?	10.0%	.	.	.	?	.
19	N/C(=N\OC(=O)CC1CCCCC1)c1ccc([N+](=O)[O-])cc1	-2%	19%	-29%	0.1%	3%	-0.1	i	14%	-4%
20	COc1ccc(CN2CCNC(=O)C2CC(=O)N2CCCCO2)cc1OC (configuration not stated)	-8%	-1%	11%	0.2%	5%	1.4	i	5%	-1%
21	CCCn1c(N)c(N(CCOC)C(=O)c2ccc(F)cc2)c(=O)[nH]c1=O	2%	0%	2%	0.1%	2%	-0.7	i	3%	5%
22	CC(C)[C@H](NC(=O)NCCc1ccc(F)cc1)C(=O)O	?	-3%	16%	0.1%	0%	-10	i	1%	-2%
23	COc1cccc(NS(=O)(=O)c2ccc3[nH]cc(C(=O)NC4CCCCC4)c(=O)c3c2)c1	.	4%	?	-2.3%	.	.	.	?	.
24	COc1ccc(C(=O)NC2CC(C)(C)Cc3occc32)cc1 (configuration not stated)	-5%	-1%	4%	1.2%	2%	0.1	i	11%	-4%
25	Cc1ccccc1CN1CCN(CC(=O)NCc2ccccc2)CC1	1%	-2%	-24%	0.5%	-2%	-1.3	i	-9%	-6%
26	COCCN(C(=O)COC(=O)c1ccc2ccccc2c1)c1c(N)n(Cc2ccccc2)c(=O)[nH]c1=O	9%	.	-15%	0.7%	.	-2.0	i	.	-6%
27	COC(=O)c1ncn(C2OC(COC(C)=O)C(OC(C)=O)C2OC(C)=O)n1 (configuration not stated)	-5%	0%	1%	0.4%	-1%	1.4	i	?	4%
28	Cc1ccc(NC(=O)/C(C#N)=N/Nc2ccc(C(=O)O)cc2)c(C)c1	9%	-11%	0%	-0.5%	-14%	0.1	i	-3%	-3%
29	CN(C)NC(=O)C(NC(=O)c1ccc(N)cc1)C12CC3CC(CC(C3)C1)C2 (configuration not stated)	-3%[57.1 µM]	0%	-9%	-0.2%	-2%	-0.6	i	-9%	10%
30	COc1cccc(N2CCN(S(=O)(=O)c3cc4c(cc3Cl)NC(=O)CO4)CC2)c1	9%	3%	30%[activator]	-0.8%	-4%	0.6	i	8%	3%

Single records (already shown).
Cc1ccccc1CN1CCN(CC(=O)NCc2ccccc2)CC1 as listed: EPAC2 antagonist: 1%; A549 tox: -2%; TGFb inhibitor: -24%; Nrf2 ARE act: 0.5%; Mm-Cpn inhibitor: -2%; CCT chaperon mod: -1.3; pAkt inh: i; Nrf2 block: -9%; EPAC2 ag: -6%
CN(C)NC(=O)C(NC(=O)c1ccc(N)cc1)C12CC3CC(CC(C3)C1)C2 (configuration not stated) as listed: EPAC2 antagonist: -3%[57.1 µM]; A549 tox: 0%; TGFb inhibitor: -9%; Nrf2 ARE act: -0.2%; Mm-Cpn inhibitor: -2%; CCT chaperon mod: -0.6; pAkt inh: i; Nrf2 block: -9%; EPAC2 ag: 10%

(listing goes on)
item	SMILES	EPAC2 antagonist	A549 tox	TGFb inhibitor	Nrf2 ARE act	Mm-Cpn inhibitor	CCT chaperon mod	pAkt inh	Nrf2 block	EPAC2 ag
31	CC(=O)Nc1ccc(NC(=O)CCCn2nc(C)c3sc4ccccc4c3c2=O)cc1	.	?	9%	0.8%	.	.	.	?	.
32	CCOC(=O)C1(Cc2cccc(Cl)c2)CCCN(C(=O)CCSC)C1 (configuration not stated)	-23%	-6%	-5%	-0.4%	0%	2.9	i	20%	-3%
33	Cc1cccc(Nc2c3c(nc4nncn24)CCC3)c1C	.	-6%	?	0.8%	.	.	.	-7%	.
34	CCN(CC(=O)Nc1ccc(NC(C)=O)cc1)CC(=O)Nc1cccc2ccccc12	5%	.	-5%	-0.8%	.	-2.1	i	.	0%
35	CCOc1ccccc1C1CC(=O)NC(SCC)=C1C#N (configuration not stated)	16%	-5%	1%	-0.6%	-3%	1.2	i	3%	4%
36	CC1=C(C(N)=O)C(c2ccccc2)n2nc(-c3cccc(C)c3)nc2N1 (configuration not stated)	-11%	0%	-1%	3.8%	3%	0.9	i	-5%	0%
37	Cc1ccc(C2C(C(=O)O)c3ccccc3C(=O)N2C)c(C)c1 (configuration not stated)	5%	-8%	-7%	0.1%	1%	-0.4	i	13%	1%
38	CCSc1nc(=O)n(-c2ccccc2)c(C)c1C(C)=S	0%	3%	5%	3.7%	1%	-0.2	i	6%	5%
39	O=C1C(Cc2ccc(O)cc2)NC(=S)N1Cc1ccccc1 (configuration not stated)	0%	2%	4%	-1.2%	-3%	-0.5	i	-3%	-3%
40	O=C(N/N=C/c1ccc(O)c(O)c1)c1ccc(CSc2cccc3cccnc23)cc1	0%	5%	?	14%	-1%	-3.2	i	7%	3%
41	CSc1nnc(Cn2c(=O)sc3ccccc32)n1-c1ccccc1	-14%	-1%	-26%	-0.7%	-5%	-0.8	i	-6%	14%
42	CN(CC(=O)Nc1ccc(F)cc1)c1ccc(S(=O)(=O)N2CCCC2)cn1	22%	-7%	0%	0.4%	1%	-5.4	i	-8%	8%
43	CC(C)(C)C1CCC(OCC(O)CN2CCCC2)CC1 (configuration not stated)	2%	7%	4%	-0.3%	1%	-1.1	i	4%	7%
44	CCCN1CCN(C(=O)c2nn(-c3ccc(OC)cc3)c(=O)c3c2c2ccccc2n3C)CC1	1%[57.1 µM]	17%	-7%	3.8%	-2%	-2.2	i	2%	5%
45	Cc1ccc(-n2nc(C(=O)NCc3ccco3)c3c4ccccc4n(C)c3c2=O)cc1	12%	-7%	1%	6.7%	-6%	-1.8	i	-14%	3%
46	CCCCNC(=O)CCn1c(=O)c2ccccc2n(Cc2cc(C)ccc2C)c1=O	-19%	-4%&4%	2%&-22%	-0.1%&0.3%	0%	-1.6	i	0%&-1%	-8%
47	CCN(C(=S)Nc1ccc(C(C)=O)cc1)C1CCCCC1	4%	2%	0%	3.5%	-1%	1.6	i	-1%	5%
48	CCOC(=O)CC(NC(=O)c1ccc(C)cc1)c1ccc(C)cc1 (configuration not stated)	3%	-6%	0%	-0.3%	2%	-1.4	i	12%	4%
